# Bioassay records deposited in PubChem by several laboratories.
# Yeast superoxide – caloric restriction mimetics inhibiting age-related superoxide in yeast; S. cerevisiae aged cells, superoxide DHE fluorescence; active compounds read low; superoxide response (% of plate mean), % at 10 µM; 330,000 compounds, 0.18% hits;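 active means superoxide response under a set limit, about three screen SD below normal, cut at about 65% in these data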;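 further: yeast aged for seven days with compound at 30 °C before DHE staining; 100% = average MFI of all compound-treated wells on the plate with controls excluded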
# JMJD2C inh – inhibitors of human GASC-1 (JMJD2C) demethylase. Q9H3R0. GST-JMJD2C(1-420) H3K9me3 demethylation, DELFIA europium. inhibition, % at 2.35 µM. AID 2099. 330,000 compounds, 0.069% hits;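 active means more than half of a compound's replicate wells show inhibition beyond 50%, single wells judged on their own value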;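 further: signal counts dimethyl H3K9 product captured on neutravidin plate; 0% = median of DMSO wells and 100% = 0.3 times that DMSO median; strong numbers were not always called active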
# Target sequence (Q9H3R0 1-420 limits assumed): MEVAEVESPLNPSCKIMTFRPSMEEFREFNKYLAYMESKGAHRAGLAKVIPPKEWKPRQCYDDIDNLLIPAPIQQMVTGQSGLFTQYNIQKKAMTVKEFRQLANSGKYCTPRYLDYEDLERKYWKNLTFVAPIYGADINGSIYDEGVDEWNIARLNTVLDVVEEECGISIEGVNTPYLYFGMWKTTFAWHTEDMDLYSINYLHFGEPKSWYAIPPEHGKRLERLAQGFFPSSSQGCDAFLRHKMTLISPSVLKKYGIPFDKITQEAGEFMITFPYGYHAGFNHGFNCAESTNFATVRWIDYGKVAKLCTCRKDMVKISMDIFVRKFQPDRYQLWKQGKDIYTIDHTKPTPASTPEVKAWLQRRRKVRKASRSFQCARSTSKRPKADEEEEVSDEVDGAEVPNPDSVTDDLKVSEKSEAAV
# An asterisk follows results filed as active. These rows are one share of the data (hit frequency here may not be typical).
canonical_smiles	Yeast superoxide	JMJD2C inh
COc1ccccc1N(CC(=O)Nc1ccc(C)cc1Cl)S(=O)(=O)c1cccs1	107	0
O=C(CCN=C1NS(=O)(=O)c2ccccc21)OCc1nnc(-c2ccc([N+](=O)[O-])cc2)o1	127	1
O=C(C[C@@H]1C/C=C\C[C@H](Cc2ccc(F)cc2)C(=O)OCCNC1=O)NCCO	98	2
CCN(C[C@H]1N[C@@](CC)(C(=O)OC)[C@H]2C(=O)N(Cc3ccccc3)C(=O)[C@@H]12)C(=O)Nc1ccc(OC)cc1	124	2
CC[C@]12c3[nH]c4ccccc4c3CCN1C(=O)C(CC(=O)NCc1cccc(C(F)(F)F)c1)C[C@@H]2C(=O)N1CCN(C(=O)c2ccco2)CC1 (stereo not given in full)	107	5
O=C(COC(=O)c1cc(S(=O)(=O)N2CCOCC2)ccc1F)NCCc1ccc(F)cc1	91	11
COc1ccc(C(=O)Nc2ccccc2[N+](=O)[O-])cc1S(=O)(=O)N1CCOCC1	104	10
Cc1ccccc1-n1c(SCC(=O)NCC2CCCO2)nnc1-c1ccncc1 (stereo not given)	92	0
COc1ccc(CCC(=O)OCC(=O)c2ccc[nH]2)cc1OC	124	-5
C=CCn1c(SC(C)C(=O)NCC2CCCO2)nnc1-c1ccc(OC)cc1 (stereo not given)	104	-5
O=Nc1[nH]c(=O)c(/C=C(\O)c2ccccc2)nc1NO	117	-8
CCC(CO)Oc1cc(NCc2ccc(C)cc2)c2ncn(C(C)C)c2c1 (stereo not given)	94	-1
COc1ccc(OCC(=O)OCC(=O)NC2CCCC2)cc1	104	-6
CC(O)c1cccc(NC(=O)Nc2cccc(NC(=O)Nc3cccc(C(C)O)c3)c2)c1 (stereo not given)	102	-5
COc1ccc(C(C)(C)C)cc1NC(=O)CCN1C(=O)NC(C)(C)C1=O	105	-2
N#Cc1ccccc1NC(=O)COC(=O)CN1C(=O)C2CCCCC2C1=O (stereo not given)	96	2
COc1ccc(CC(=O)N/N=C\c2cc(Br)c(O)c(Br)c2)cc1	96	5
CCn1nc(C)cc1C(=O)NC1CCCc2c1cnn2-c1cc(F)cc(F)c1 (stereo not given)	92	6
O=C(OCC(=O)c1ccccc1Cl)C1=NN(c2ccccc2)C(=O)CC1	88	-8
COc1ccc(C(=O)Cn2cnc3ccccc3c2=O)c(OC)c1	106	12
C[C@H](CO)N1C[C@H](C)[C@@H](CN(C)Cc2ccc(C(=O)O)cc2)Oc2ccc(NS(C)(=O)=O)cc2C1=O	120	22
C=CC[C@@H](CC(=O)N[C@H](CO)Cc1ccccc1)C(=O)N[C@@H](C)COC(=O)[C@@H](CC=C)Cc1ccc(F)cc1	117	10
O=C1CN(C(=O)/C=C/c2ccc(Br)cc2)CCN1	102	-4
CC(C)Cn1c(SCC(N)=O)nnc1-c1cccc(S(=O)(=O)N2CCOCC2)c1	92	-2
CCCOc1cccc(-c2cc(C(=O)N/N=C/c3ccccn3)c3ccccc3n2)c1	90	-22
COc1ccc(NS(=O)(=O)c2cccc(C(=O)O)c2)cc1S(=O)(=O)N1CCOCC1	86	2
CCOC(=O)N1CCN(C(=O)C2CCC(=O)N(CCCc3ccccc3)C2)CC1 (stereo not given)	99	-4
COC(=O)[C@]1(C)N[C@H](CN(C)C(=O)Nc2ccc(C)cc2)[C@@H]2C(=O)N(C)C(=O)[C@@H]21	105	-9
CC1CCCC(C)N1C(=O)COC(=O)c1ccc(Br)c(S(=O)(=O)N2CCOCC2)c1 (stereo not given)	106	8
Cn1c(N)c(C(=O)COC(=O)Cc2ccc(Br)cc2)c(=O)n(C)c1=O	77	-13

# 3 of the entries above in order of their number in JMJD2C inh, highest first.
mol	JMJD2C inh
COc1ccc(NS(=O)(=O)c2cccc(C(=O)O)c2)cc1S(=O)(=O)N1CCOCC1	2
C=CCn1c(SC(C)C(=O)NCC2CCCO2)nnc1-c1ccc(OC)cc1 (stereo not given)	-5
COC(=O)[C@]1(C)N[C@H](CN(C)C(=O)Nc2ccc(C)cc2)[C@@H]2C(=O)N(C)C(=O)[C@@H]21	-9

# The listing picks up; the five compounds before the break are reprinted first.
canonical_smiles	Yeast superoxide	JMJD2C inh
COc1ccc(NS(=O)(=O)c2cccc(C(=O)O)c2)cc1S(=O)(=O)N1CCOCC1	86	2
CCOC(=O)N1CCN(C(=O)C2CCC(=O)N(CCCc3ccccc3)C2)CC1 (stereo not given)	99	-4
COC(=O)[C@]1(C)N[C@H](CN(C)C(=O)Nc2ccc(C)cc2)[C@@H]2C(=O)N(C)C(=O)[C@@H]21	105	-9
CC1CCCC(C)N1C(=O)COC(=O)c1ccc(Br)c(S(=O)(=O)N2CCOCC2)c1 (stereo not given)	106	8
Cn1c(N)c(C(=O)COC(=O)Cc2ccc(Br)cc2)c(=O)n(C)c1=O	77	-13
NC(=O)c1ccc(NC(=O)COC(=O)C2CC3C=CC2C3)cc1 (stereo not given)	91	-1
CCCC1(c2ccccc2)NC(=O)N(CC(=O)Nc2ccc(N3CCOCC3)cc2)C1=O (stereo not given)	87	12
CN1C(=O)N(C)c2ccc(Br)c3cccc1c23	100	9
Cc1ccc(S(=O)(=O)N2CCN(C3CC(=O)N(c4ccc(F)cc4)C3=O)CC2)cc1C (stereo not given)	86	0
O=C(c1ncn(Cc2ccccc2)c1C(=O)N1CCN(c2ccccc2)CC1)N1CCN(c2ccccc2)CC1	86	-2
C=CCC[C@@H](Cc1ccc(F)cc1)C(=O)OC[C@H](C)NC(=O)[C@H](CC=C)CC(=O)N(CCO)Cc1ccccc1	99	-6
C#CCOCCOCCOCCNc1nc(N2CCN(C(=O)[C@H](CCCCN)n3cc(CN)nn3)CC2)nc(N2CCN(C(=O)[C@H](CC(N)=O)n3cc(C(N)[C@H](C)CC)nn3)CC2)n1 (stereo not given in full)	101	1
Cc1ccc(NC(=O)COC(=O)C2CCC2)cc1S(=O)(=O)N1CCOCC1	88	-4
O=C(COC(=O)c1ccc(S(=O)(=O)N2CCOCC2)cc1)Nc1ccccc1OC(F)F	99	7
CC[C@H](C)[C@H](NC(=O)c1ccc(Cl)cc1)C(=O)OCC(=O)c1c(N)n(C)c(=O)n(C)c1=O	99	-13
COc1ccc(S(=O)(=O)Nc2cccc3c2O[C@H](CN(C)Cc2ccc(Oc4ccccc4)cc2)[C@@H](C)CN([C@H](C)CO)C3=O)cc1	129	5
COc1ccc(S(=O)(=O)N2CCCCCC2)cc1C(=O)OCC(=O)NC1CCS(=O)(=O)C1 (stereo not given)	91	-9
COc1ccccc1OCC(=O)Nc1cc(S(=O)(=O)N2CCOCC2)ccc1N1CCCCC1	94	-6
O=C(Cc1ccccc1)Nc1ccc(NC(=O)c2ccccc2)c(Cl)c1	105	7
O=C(CN1C(=O)NC2(CCCc3ccccc32)C1=O)c1ccccc1F (stereo not given)	135	3
Cc1cc(Br)ccc1NC(=O)CN(C)C(=O)C1=COCCO1	112	-6
Cc1cccc(C(=O)OCC(=O)NC(C)C2CC3CCC2C3)c1O (stereo not given)	113	1
COc1ccc(C(=O)c2c(C)oc3ccc(O)cc23)cc1	80	0
Cc1c(NS(=O)(=O)c2cccc(C(=O)N3CCC(C(N)=O)CC3)c2)c(=O)n(-c2ccccc2)n1C	80	-8
Cc1c(C(=O)NCc2nnc(-c3ccccc3)o2)oc2c(F)cccc12	86	-19
COC(=O)[C@]1(Cc2ccccc2)N[C@H](CN(C)S(=O)(=O)c2ccc(F)cc2)[C@@H]2C(=O)N(Cc3ccccc3)C(=O)[C@@H]21	100	31
O=C(C[C@@H]1C/C=C/CC[C@H](Cc2ccc(F)cc2)C(=O)OC[C@@H](Cc2ccccc2)NC1=O)N[C@H](CO)Cc1ccccc1	74	-5
COc1cc(CC(=O)OCC(=O)c2ccc(F)cc2)cc(OC)c1OC	89	0
O=C(COC(=O)c1cccc(OC(F)F)c1)Nc1ncccn1	127	4
O=C(O)CSc1nnc(-c2cccc(S(=O)(=O)N3CCOCC3)c2)n1-c1ccc(F)cc1	87	-4
Fc1ccc2cnc(-c3ccccc3F)cc2c1	99	-3
COc1ccc(-c2sc3ccc(N4CCOCC4)cc3c2C#Cc2ccsc2)cc1	98	9
CC(=O)Oc1cc(C(=O)OCC(=O)N2CCc3ccccc3C2)cc(OC(C)=O)c1OC(C)=O	79	-10
O=C(NNC(=O)C1CC1)c1cccc([N+](=O)[O-])c1	75	5
CC(C)[C@H](NC(=O)c1ccccc1F)C(=O)OCCN1C(=O)c2ccccc2C1=O	106	2

# Next part.
canonical_smiles	Yeast superoxide	JMJD2C inh
COc1ccc(CCNC(=O)C2CC(O)CN2S(=O)(=O)c2ccc(Cl)cc2)cc1OC (stereo not given)	107	2
Cc1ccc(S(=O)(=O)NCC(=O)OCC(=O)N(CCC#N)c2ccccc2)cc1	91	-2
C/C(=N/NC(=O)c1ccc(Br)s1)c1cccnc1	103	8
O=C(Cn1cnc2c(OCc3ccccc3)ncnc21)NCCCN1CCCC1=O	103	15
O=C(CN1C(=O)NC2(CCCCCCC2)C1=O)Nc1cccc(Br)c1	104	9
O=C(CN1CCc2ccccc2C1)Nc1ccc(F)cc1	78	-9
Cn1c(CC(=O)NNC(=O)c2cncc(Br)c2)nc2ccccc21	91	-12
COc1ccc(NS(=O)(=O)c2cccc(C(=O)NCC(c3cccs3)N3CCOCC3)c2)cc1 (stereo not given)	95	10
Cc1ccc(S(=O)(=O)N2CCOCC2)cc1C(=O)Nc1nc(-c2ccccn2)cs1	115	-3
O=C(COC(=O)CC1CC2CCC1C2)NCc1ccc(F)cc1 (stereo not given)	72	0
CC(=O)c1ccc(NC(=O)Nc2cccc3ccccc23)cc1	102	-6
Cc1ccc(S(=O)(=O)N2CCOCC2)cc1NC(=O)COc1ccccc1Cc1ccccc1	115	17
O=C(COC(=O)c1ccc2ncsc2c1)NCc1ccccc1Cl	94	-2
Cc1cccc(OCC(O)Cn2c(N3CCCCC3)nc3c2c(=O)[nH]c(=O)n3C)c1 (stereo not given)	99	3
CCOc1ccc(C(=O)N[C@H](C(=O)NNC(=O)c2cccs2)C(C)C)cc1	92	-8
O=S(=O)(Nc1cccc(S(=O)(=O)N2CCCCCC2)c1)c1ccc(F)cc1F	93	5
O=C(C[C@@H]1C/C=C\C[C@@H](Cc2ccc(F)cc2)C(=O)OC[C@H]2CCCN2C1=O)NCCO	90	1
Cc1cc(SCC(=O)NC2CC2)nc2ccccc12	105	-6
Cn1nc(C(=O)OCC(=O)Nc2ccc(F)cc2Cl)c2ccccc2c1=O	119	3
CCOC(=O)CC1(NC(=O)C2CCC(=O)N(Cc3ccccc3OC)C2)CCCCC1 (stereo not given)	90	17
COC(=O)c1ccc(COC(=O)CNC(=O)c2ccc(OC)cc2)cc1	111	-164
C[C@@H](CSc1ccc(Br)cc1)CN1CC[C@H](NC(=O)OCc2ccccc2)CCC1=O	114	3
CC1CCCC(C)N1C(=O)COC(=O)CN1C(=O)c2ccccc2C1=O (stereo not given)	111	6
CC(C)n1cnc2c(NCc3ccccc3)cc(N[C@H](C)CO)cc21	159	-4
COc1cccc(CC(=O)OCC(=O)NCc2ccc3c(c2)OCO3)c1	86	-5
CC(=O)C(CC(=O)N1CCCC1)C(=O)Nc1ccc(Cl)cc1 (stereo not given)	93	-5
O=C1OC[C@H]2CCCN2C(=O)[C@@H](CC(=O)N(CCO)Cc2ccccc2)C/C=C\C[C@@H]1Cc1ccc(F)cc1	101	-1
O=C(COC(=O)c1cc(Cl)ccc1O)NNC(=O)c1ccccc1F	111	0
CCOc1ccc(C(=O)CCC(=O)NNC(=O)CCN2CCN(c3ccccc3)CC2)cc1	97	-2
O=C(Cc1ccccc1)NCC(=O)N1CCN(Cc2cccc(Cl)c2)CC1	96	-8

# (more compounds)
canonical_smiles	Yeast superoxide	JMJD2C inh
O=[N+]([O-])c1ccc(CS(=O)(=O)c2ccc(Cl)cc2)cc1	100	2
O=C(CCNS(=O)(=O)c1ccc2nsnc2c1)N1CCN(c2ccncc2)CC1	84	9
COc1cc(/C=N\NC(=O)C(C)(C)O)ccc1OC/C=C/c1ccccc1	107	-1
Cc1c(C2(O)CCCCC2)[nH]c2cc(C(F)(F)F)ccc12	72	29
CC(=O)c1ccc(Nc2nc(-c3cccnc3)cs2)cc1	102	24
COc1ccc(CNC(=O)CN2C(=O)NC3(CCCCCCC3)C2=O)cc1	94	-6
CN(CCc1ccccc1)C(=O)c1ccc(NC(=O)Cc2cccc([N+](=O)[O-])c2)cc1	136	-16
Cc1ccccc1-c1nc(S(=O)(=O)c2ccccc2)c(NCCCN2CCOCC2)o1	95	-1
CCOC(=O)[C@@H]1[C@H]2COc3cc(OC)ccc3[C@@H]2N2C(=O)N(c3ccccc3)C(=O)[C@@]12C	92	-6
CCN(C[C@H]1N[C@@](C)(C(=O)OC)[C@H]2C(=O)N(C)C(=O)[C@@H]12)C(=O)Nc1ccccc1	114	54*
COc1ccc(S(=O)(=O)N(C)C[C@H]2Oc3ccc(NC(=O)Nc4ccc5c(c4)OCO5)cc3C(=O)N([C@H](C)CO)C[C@@H]2C)cc1	88	-2
O=C(COc1ccc(-c2nnco2)cc1)Nc1ccc(F)c(Cl)c1	104	-4
COc1ccc2c(c1)OC[C@H]1[C@H]2N2C(=O)c3cc(C)ccc3NC(=O)[C@@]2(C)[C@H]1c1ccccc1	91	10
O=C(COc1ccccc1[N+](=O)[O-])Nc1cccc(S(=O)(=O)N2CCCC2)c1	103	15
CCCCC[C@@H](O)c1cc2ccccc2c(=O)o1	99	-2
COc1ccc(-c2ccc3oc(-c4ccsc4)cc(=O)c3c2)cn1	124	35
CCc1nc2ccccc2c(C(=O)Nc2ccc(C)cc2)c1C	103	-4
COc1cc(OC)cc(-c2c(C#Cc3ccsc3)c3cc(-c4ccc(CN5CCOCC5)cc4)ccc3n2C)c1	68	-2
